EBV LMP1 NFkB = Epstein-Barr LMP1 NF-kappaB reporter inhibition; inhibition, % at 12.5 µM; AID 504558; hit rate 0.69% among 350,000; LMP1-induced NF-kappaB luciferase reporter cells, luminescence; in the data active = inhibition above about 41%;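 note: 0% = neutral control wells and 100% = reference inhibitor control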
TLR9-MyD88 inh = TLR9-MyD88 interaction inhibition | Q9NR96+Q99836 | CHO BLA complementation TLR9-MyD88, CCF4 FRET ratio | inhibition, % at 4.98 µM | hit rate 0.21% among 340,000;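 active = inhibition above the mean over all tested compounds plus 3 SD, cut at about 21% in these data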;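 note: 0% = DMSO only wells and 100% = clavulanate BLA inhibitor control wells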
NCOA3 inh = human NCOA3 inhibition; AID 588352; hit rate 0.17% among 360,000; HEK293 GAL4-SRC3 luciferase reporter, luminescence; inhibition, % at 3.6 µM;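 active = inhibition above a per-campaign cutoff, the mean of all compounds plus 3 SD, cut at about 60% in these data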;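 note: 0% = DMSO-treated cells and 100% = gossypol-treated cells at 36 µM; higher means less SRC3-driven luciferase light from the GAL4 reporter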
COUP-TFII inh = inhibitors of human COUP-TFII (NR2F2); HEK293T NGFI-A luciferase reporter, luminescence; inhibition, % at 8.6 µM; P24468; hit rate 0.7% among 370,000;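 active = inhibition above a per-plate cutoff, mean inhibition of test wells between control levels plus 3 SD, cut at about 38% in these data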;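 note: cells cotransfected with COUP-TFII expression vector driving the NGFI-A reporter; 0% = median of COUP-TF2 test wells and 100% = reporter-only cells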
Target sequence (P24468 whole entry, looked up): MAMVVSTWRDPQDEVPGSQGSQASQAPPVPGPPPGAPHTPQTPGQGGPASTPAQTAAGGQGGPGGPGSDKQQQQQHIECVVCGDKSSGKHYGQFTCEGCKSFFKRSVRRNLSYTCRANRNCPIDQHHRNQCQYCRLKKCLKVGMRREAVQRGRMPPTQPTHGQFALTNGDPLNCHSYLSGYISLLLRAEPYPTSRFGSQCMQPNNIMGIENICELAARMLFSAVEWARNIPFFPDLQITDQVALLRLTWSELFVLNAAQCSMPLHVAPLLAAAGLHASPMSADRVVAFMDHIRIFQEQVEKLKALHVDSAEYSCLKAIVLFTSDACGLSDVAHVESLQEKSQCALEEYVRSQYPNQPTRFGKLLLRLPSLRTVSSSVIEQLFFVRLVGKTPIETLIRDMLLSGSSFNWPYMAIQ
NCOA2 inhibitor = human SRC2 (NCOA2) inhibition. HEK293 GAL4-SRC2 luciferase reporter, luminescence. hit rate 0.17% among 370,000. Q15596. inhibition, % at 9 µM;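 active = inhibition above the mean inhibition of all tested compounds plus 3 SD, set per campaign, cut at about 52% in these data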;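 note: 0% = DMSO treated cells and 100% = cells given Gossypol at 36 µM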
NCOA1 inh = inhibits human SRC1 coactivator; AID 588354; hit rate 0.12% among 360,000; inhibition, % at 3.6 µM; HEK293 GAL4-SRC1 luciferase reporter, luminescence;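 active = inhibition above the campaign mean plus 3 SD, with each screening campaign given its own cutoff, cut at about 60% in these data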;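 note: 0% = DMSO treated cells and 100% = gossypol at 36 µM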
ABHD5-PLIN5 inh = blocks binding of human ABHD5 to perilipin-5 | Split G. princeps luciferase complementation, luminescence, 4 h | inhibition, % at 4 µM | hit rate 0.78% among 360,000;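 active = inhibition above the mean inhibition across every tested compound plus 3 SD, cut at about 22% in these data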;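 note: 0% = DMSO only wells and the 100% control is not disclosed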
NOD2-RIPK2 inh = NOD2-RIPK2 protein interaction inhibition. O43353. CHO BLA complementation NOD2-RIPK2, CCF4 ratio. inhibition, % at 4.98 µM. hit rate 0.38% among 360,000; in the data active = inhibition above about 21%;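 note: 0% = vehicle only and 100% = reference blocker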
Target sequence (O43353 whole entry, looked up): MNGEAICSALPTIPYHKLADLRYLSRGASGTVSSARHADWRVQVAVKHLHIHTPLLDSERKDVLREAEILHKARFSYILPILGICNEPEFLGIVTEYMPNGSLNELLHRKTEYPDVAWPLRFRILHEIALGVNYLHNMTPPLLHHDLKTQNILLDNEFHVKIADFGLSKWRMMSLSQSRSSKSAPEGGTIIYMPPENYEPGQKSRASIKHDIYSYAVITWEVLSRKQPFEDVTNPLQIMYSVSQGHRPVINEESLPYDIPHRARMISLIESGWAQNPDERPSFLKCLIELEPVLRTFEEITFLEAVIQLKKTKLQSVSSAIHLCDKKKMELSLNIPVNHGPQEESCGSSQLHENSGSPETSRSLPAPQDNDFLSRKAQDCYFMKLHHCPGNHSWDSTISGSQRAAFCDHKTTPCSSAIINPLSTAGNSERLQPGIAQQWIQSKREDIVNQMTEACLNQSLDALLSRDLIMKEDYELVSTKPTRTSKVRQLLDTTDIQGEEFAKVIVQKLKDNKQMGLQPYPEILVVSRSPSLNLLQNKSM
MC4R antag cAMP = blocks human MC4R cAMP signaling | hit rate 0.48% among 360,000 | P32245 | inhibition, % at 6.5 µM | MC4R-expressing cells, MTII-stimulated cAMP, LANCE TR-FRET | AID 540295;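 active = inhibition above its plate's cutoff, the mean of tested wells on that plate plus 3 SD, cut at about 29% in these data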;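 note: 0% = Melanotan II alone and 100% = Melanotan II plus saturating MCL0020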
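Material – human MC4R-expressing U2OS cells · Repeats – no replicates · Detection – TR-FRET with Eu-cAMP and labeled anti-cAMP, 671 nm · Times – compound 30 min, challenge 1 h, detection 1 h · Compound – single nominal compound dose of 6.5 µM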
LRH-1 inv ag = NR5A2 inverse agonism in reporter assay. O00482. HEK293T StAR-luciferase reporter, LRH-1 transfected, 24 h. inhibition, % at 3.6 µM. hit rate 0.13% among 360,000. AID 602396;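 active = inhibition above the mean inhibition of all tested compounds plus 3 SD, cut at about 73% in these data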;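 note: 0% = DMSO wells and 100% = reporter-only cells lacking LRH-1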
MC4R ag barr = human MC4R agonism via beta-arrestin | hit rate 0.98% among 360,000 | AID 540308 | U2OS MC4R beta-arrestin complementation, luminescence; percent of melanotan II response, DMSO zero | P32245 | activation, % at 8.9 µM;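 active = activation above a per-plate cutoff, the mean activation of sample wells on that plate plus 3 SD, cut at about 8% in these data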
* marks the source's active call; other numbers are inactive results; nt = no result given. A portion of the library; rates above refer to the full screens.

No.	smiles	EBV LMP1 NFkB	TLR9-MyD88 inh	NCOA3 inh	COUP-TFII inh	NCOA2 inhibitor	NCOA1 inh	ABHD5-PLIN5 inh	NOD2-RIPK2 inh	MC4R antag cAMP	LRH-1 inv ag	MC4R ag barr
1	O=C1OC(c2ccc(F)cc2)=N/C1=C\C=C/c1ccccc1	2.3	8.6	-3.9	5.9	-3.0	4.9	3.1	-2.4	-7.5	-16.3	-1.4
2	O=C1CCCC2=C1C(c1cccs1)Nc1ccccc1N2 (configuration not stated)	1.0	2.3	19.8	-4.6	-24.0	-6.0	8.5	4.4	2.5	9.8	1.2
3	Cc1nc(N2CCOCC2)[nH]c(=O)c1[N+](=O)[O-]	-0.7	-5.4	12.4	-31.6	-25.3	-10.4	3.1	-8.0	19.6	1.9	-0.3
4	O=C(COC(=O)c1n[nH]c2ccccc12)Nc1cccc(S(=O)(=O)N2CCOCC2)c1	-6.1	1.9	2.3	9.0	-0.2	-16.6	1.1	7.8	1.2	12.4	1.8
5	O=C(Nc1cccc([N+](=O)[O-])c1)Nc1ccc2c(c1)OCCO2	-30.3	-11.4	-76.6	-47.4	-36.2	-79.6	-2.0	-1.9	-1.0	-114.5	0.3
6	COc1ccc(-c2csc3ncnc(N4CCN(S(=O)(=O)c5cccc(Br)c5)CC4)c23)cc1	-7.3	6.8	14.7	-1.3	12.9	-1.3	-0.9	-9.9	8.8	21.5	1.0
7	Cc1ccc(S(=O)(=O)Oc2ccccc2-c2ccccc2)cc1	-3.3	-7.8	5.5	9.1	18.1	-18.8	-7.4	-9.8	-5.3	13.4	0.2
8	COCCCN(Cc1cccs1)S(=O)(=O)c1c[nH]c(C(=O)OC)c1	4.6	3.6	-3.3	7.9	-3.0	9.3	-2.8	-10.9	8.8	-3.3	-1.0
9	CC(=O)Nc1cc(-c2nc3ccccc3o2)ccc1Cl	-11.8	3.0	-14.8	-11.5	-65.7	-23.5	7.2	-10.0	3.4	-22.3	-1.5
10	Fc1ccc(-c2n[nH]c(=S)n2Cc2ccccc2)cc1	-1.3	2.6	2.4	nt	nt	-22.2	-4.5	6.5	4.2	-9.3	-1.5
11	CCCC(=O)N1CCN(c2nc3ccc(Br)cc3s2)CC1	5.9	-2.4	-69.9	9.9	-15.9	-36.8	9.9	-7.5	-3.4	-73.2	-2.9
12	O=C(CCn1ccc2ccccc21)Nc1ccc(N2CCOCC2)cc1	-4.1	-2.3	9.7	3.4	15.3	-2.9	2.7	-3.9	3.6	4.5	-2.1
13	Cc1ccc2ncccc2c1[N+](=O)[O-]	-6.5	1.0	8.0	-2.7	4.2	4.2	-5.2	-8.7	-9.7	3.6	-0.8
14	O=C(O)C(CCCCN1C(=O)c2ccccc2C1=O)N1C(=O)c2ccccc2C1=O (configuration not stated)	-12.1	3.9	-1.8	10.3	-4.6	10.9	-0.5	-2.5	-1.1	-3.4	-1.6
15	O=C(COc1ccc(Cl)cc1Cl)Nc1ccc(CN2CCCCC2)cc1	4.0	-5.8	0.1	-12.9	18.9	-0.5	8.5	2.5	6.1	-10.3	-1.6
16	Cc1noc(C)c1-c1ccc2ncnc(NCC3CCCCN3C)c2c1 (configuration not stated)	18.4	2.7	17.3	-101.8	-43.4	-13.8	-5.1	5.0	10.3	14.7	0.8
17	CC(NC(=O)CN1C(=O)NC(C)(C2CC2)C1=O)c1ccc(F)cc1 (configuration not stated)	-5.8	-0.5	10.4	-6.8	3.5	-16.3	-1.1	8.4	-3.1	14.3	-3.0
18	Cc1cc(C(=O)OCC(=O)NCc2ccc(Cl)cc2Cl)c(C)o1	10.2	3.5	16.9	-6.9	-0.8	-28.3	3.5	-8.8	3.3	8.7	0.4
19	CCOC(=O)c1ccc(/C=C2\c3ccccc3C(=O)N2c2ccccc2)cc1F	-6.8	2.3	-9.6	-15.3	-7.8	-19.3	2.9	1.7	8.0	-3.7	-0.9
20	COc1cccc2c1c(NC(=O)c1cc(C)on1)nn2C	-3.3	-1.0	3.7	6.9	-1.5	5.3	3.9	-17.9	2.1	13.4	-0.9
21	Cc1nn(CC(=O)N2CCN(c3ccccc3)CC2)c(=O)c2ccccc12	-1.6	-11.7	-1.2	-12.1	-3.6	-23.2	-2.6	-4.1	4.0	2.8	0.2
22	Cn1cnnc1SCc1cccc(Br)c1	-38.5	-7.7	4.9	12.6	15.6	-3.0	4.0	-9.9	9.0	-8.2	0.4
23	Cc1nn(Cc2ccccc2Cl)c(C)c1NC(=O)c1noc2c1CCCCC2	2.8	-9.3	-22.9	8.8	6.8	-28.2	-2.4	6.6	-1.8	-2.8	-0.1
24	C=CCn1c(COc2ccccc2F)nnc1SCC(=O)Nc1cc(C)on1	5.8	-1.5	8.9	26.0	-24.2	0.3	-1.5	-6.5	10.2	4.1	-4.6
25	Cc1ccc(O)c(NC(=O)c2onc(C)c2Cl)c1	-20.0	-3.4	-30.4	-11.1	-19.6	-67.8	6.1	-5.8	-2.1	-14.6	-1.2
26	CC(C)CCn1nnnc1CN1CCN(c2ccccc2)CC1	-0.4	0.5	18.0	-1.1	-7.7	-6.4	-2.1	2.2	-3.6	4.0	-1.5
27	CC(C)[C@H]1CC[C@@H](C)C(C(=O)c2ccccc2)C1=O (some centres not stated)	-18.8	0.1	16.4	11.2	7.0	11.9	-3.2	9.7	8.9	-13.3	-1.2
28	COC(=O)c1c(NC(=O)COC(=O)c2ccccn2)sc(C)c1C	-2.6	2.9	3.3	12.0	4.6	1.9	7.6	-3.7	5.9	0.2	-1.6
29	COc1ccc(C/C(C)=N/NC(=O)c2cc(C)oc2C)cc1	-12.7	7.2	-6.5	-28.5	-47.1	-23.6	9.9	-5.0	-0.4	-37.3	1.6
30	COc1ccc(CN(CC(=O)NCC2CCCO2)C(=O)CNS(=O)(=O)c2ccc(C)cc2)cc1 (configuration not stated)	2.6	-0.6	22.3	22.0	3.4	1.2	1.1	-3.2	0.6	15.0	-0.6
31	Cc1c(Cl)cccc1NC(=O)CSc1nc2ncc(Cl)cc2[nH]1	-4.1	-3.3	0.7	-11.9	-16.7	3.8	7.2	-11.6	-1.6	61.1	-1.2
32	CCOc1ccc(OCCC(=O)OCC(=O)N2CCN(c3ccc(OC)cc3)CC2)cc1	2.7	-7.9	19.7	0.9	-15.3	1.9	-2.4	3.5	10.8	4.4	-2.7
33	C[C@@]12C(=O)Nc3ccccc3C(=O)N1[C@H]1c3cc(Cl)ccc3OC[C@@H]1[C@@H]2c1ccccc1	1.4	-3.2	2.8	21.4	-5.8	13.7	2.1	-3.4	12.1	-5.9	-1.3
34	CC1(C(=O)NC2CCCCCCC2)CCC(=O)N1Cc1cccnc1 (configuration not stated)	5.4	-7.2	20.9	6.1	21.9	15.3	-8.4	4.2	9.3	22.4	-1.1
35	CN1CCC(N2CCN(C3CN(Cc4ccccc4)S(=O)(=O)C3)CC2)CC1 (configuration not stated)	nt	nt	-0.8	8.5	-36.0	8.2	8.4	-0.6	nt	-15.6	nt
36	O=C(CSc1ncnc2c1oc1ccccc12)N1CCCc2ccccc21	10.4	-1.5	-3.2	6.3	-6.3	-18.4	-4.1	2.1	-6.0	8.6	-2.7
37	COc1ccccc1OC(C)C(=O)Nc1ccc2c(c1)n(C)c(=O)n2C (configuration not stated)	-10.9	-5.6	-8.9	-35.6	-27.2	-14.8	4.1	-10.9	6.8	2.8	0.1
38	Cn1cccc1Cc1nnc(SCC(=O)NCc2ccco2)n1-c1ccc(F)cc1	-0.6	5.6	-18.0	10.4	7.0	3.9	9.5	7.2	6.1	0.4	-1.4
39	CCOc1ccc(-c2noc(CCC(=O)O)n2)cc1	-1.1	4.2	42.8	81.8*	73.1*	28.8	1.6	-5.6	2.5	47.0	0.0
40	O=C1CC(c2ccccc2)n2nc(N3C(=O)CCC3=O)nc2N1 (configuration not stated)	-2.4	2.6	-1.5	12.0	-16.8	-3.7	0.7	4.9	2.1	-23.6	-0.1
41	O=C1[C@H]2[C@@H](c3ccc(Cl)cc3)N3C(=O)N(c4cccc(Cl)c4)C(=O)[C@@]3(Cc3ccccc3)[C@H]2C(=O)N1C1CCCCC1	-3.7	-8.9	4.1	10.6	1.3	9.2	6.9	-8.9	9.5	9.1	4.0
42	Cc1cc(C(=O)OCC(=O)Nc2ccccc2)c(C)o1	3.2	1.2	-0.3	-2.6	-16.3	7.5	4.3	-4.5	7.3	-22.8	0.8
43	Cc1c(NC(=S)/C=C2\N(C)c3ccccc3C2(C)C)c(=O)n(-c2ccccc2)n1C	10.1	9.0	21.8	-9.0	28.3	-3.9	-19.6	-7.8	-6.2	20.7	-1.8
44	COc1ccc(N2CC(C(=O)Nc3nc4ccc(OC)cc4s3)CC2=O)cc1 (configuration not stated)	7.2	-6.3	1.9	7.8	16.5	-15.1	0.3	-1.1	4.4	6.1	-3.0

Screens (PubChem BioAssay)
